Rpn11 block = Rpn11 (human) deubiquitinase inhibition | O00487 | human 26S proteasome, Ub4-pepOG fluorescence polarization; 20S core pre-blocked with epoxomicin | calls only at 20 µM | hit rate 0.59% among 360,000;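 active = inhibition at 20 µM, scaled to each plate's controls, above about 33%, limit read from the data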
SUMO1-SIM PPI = alters human SUMO1 binding to SIM partners; SUMO1 binding to a labelled peptide, TR-FRET, 1 h; inhibition, % at 20 µM; hit rate 0.33% among 360,000; in the data active = inhibition above about 37%
Neddyl block = cullin neddylation inhibition; calls only at 25 µM; TR-FRET cullin neddylation, biochemical; hit rate 0.58% among 360,000; in the data active = inhibition above about 36%
CSN inh = blocks human CSN-mediated cullin deneddylation | Q92905 | Purified CSN, SCF-Nedd8-OG deneddylation, fluorescence polarization | inhibition, % at 12.5 µM | hit rate 0.38% among 360,000 | AID 651999;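 active = pattern-corrected inhibition above about 35%, with an unprinted fluorescence ratio check between 0.5 and 1.5, limit read from the data, passing the limit was not always enough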;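 also: 0% = enzyme with substrate and 100% = substrate without enzyme; some results filed as inactive read as strong as hits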
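Material: human Csn5 produced in HEK293T cells; Input: enzyme 0.24 nM; Reagent: SCFSkp2-Nedd8OG substrate at 10 nM final; Dosing: 12.5 µM compound; Incubation: 90 min reaction at room temperature; Detection: fluorescence polarization of the substrate; Evaluation: % inhibition of substrate cleavage by Csn5; Control set: substrate-only high control, full reaction low control.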
DNMT1 block = blocks human DNA methyltransferase DNMT1. P26358. AID 588458. DNMT1 molecular beacon, Hinp1I cleavage, fluorescence. inhibition (reported as % activation of signal), % at 10 µM. hit rate 0.83% among 360,000; in the data active = inhibition above about 50%
Rin1 Abl inh = human Rin1-Abl interaction inhibition; P00519+Q13671; TR-FRET Rin1/Abl binding, biochemical; inhibition, % at 7.35 µM; hit rate 0.4% among 360,000; in the data active = inhibition above about 5%, passing the limit was not always enough
Target sequence (P00519 whole entry, looked up): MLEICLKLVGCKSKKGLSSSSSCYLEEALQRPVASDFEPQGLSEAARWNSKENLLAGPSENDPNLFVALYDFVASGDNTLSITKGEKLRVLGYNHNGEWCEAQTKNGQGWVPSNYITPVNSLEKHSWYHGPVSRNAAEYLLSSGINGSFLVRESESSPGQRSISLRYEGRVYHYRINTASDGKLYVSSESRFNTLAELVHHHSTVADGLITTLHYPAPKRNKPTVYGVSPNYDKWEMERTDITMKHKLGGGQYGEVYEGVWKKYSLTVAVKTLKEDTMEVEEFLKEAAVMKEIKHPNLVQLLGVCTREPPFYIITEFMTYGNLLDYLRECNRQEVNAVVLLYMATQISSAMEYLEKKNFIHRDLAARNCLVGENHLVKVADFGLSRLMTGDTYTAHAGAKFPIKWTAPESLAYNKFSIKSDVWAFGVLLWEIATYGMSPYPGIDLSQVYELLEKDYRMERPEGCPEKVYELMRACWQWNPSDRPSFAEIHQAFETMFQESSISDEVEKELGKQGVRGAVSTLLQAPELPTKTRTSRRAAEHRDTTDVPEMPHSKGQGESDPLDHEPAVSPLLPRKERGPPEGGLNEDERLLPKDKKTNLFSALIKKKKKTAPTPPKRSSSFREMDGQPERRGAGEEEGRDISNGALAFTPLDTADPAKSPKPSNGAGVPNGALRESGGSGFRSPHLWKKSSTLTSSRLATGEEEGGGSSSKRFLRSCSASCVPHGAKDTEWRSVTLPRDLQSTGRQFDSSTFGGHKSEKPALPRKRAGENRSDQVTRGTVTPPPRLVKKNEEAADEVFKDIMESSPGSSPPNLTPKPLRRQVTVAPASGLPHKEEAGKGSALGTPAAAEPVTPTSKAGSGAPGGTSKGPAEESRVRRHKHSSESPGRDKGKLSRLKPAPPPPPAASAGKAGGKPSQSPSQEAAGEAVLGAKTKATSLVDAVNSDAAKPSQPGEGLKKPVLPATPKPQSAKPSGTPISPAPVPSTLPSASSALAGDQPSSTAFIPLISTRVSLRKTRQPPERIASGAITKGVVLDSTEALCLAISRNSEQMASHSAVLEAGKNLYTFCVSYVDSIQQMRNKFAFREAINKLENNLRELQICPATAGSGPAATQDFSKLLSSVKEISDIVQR
Target sequence (Q13671 whole entry, looked up): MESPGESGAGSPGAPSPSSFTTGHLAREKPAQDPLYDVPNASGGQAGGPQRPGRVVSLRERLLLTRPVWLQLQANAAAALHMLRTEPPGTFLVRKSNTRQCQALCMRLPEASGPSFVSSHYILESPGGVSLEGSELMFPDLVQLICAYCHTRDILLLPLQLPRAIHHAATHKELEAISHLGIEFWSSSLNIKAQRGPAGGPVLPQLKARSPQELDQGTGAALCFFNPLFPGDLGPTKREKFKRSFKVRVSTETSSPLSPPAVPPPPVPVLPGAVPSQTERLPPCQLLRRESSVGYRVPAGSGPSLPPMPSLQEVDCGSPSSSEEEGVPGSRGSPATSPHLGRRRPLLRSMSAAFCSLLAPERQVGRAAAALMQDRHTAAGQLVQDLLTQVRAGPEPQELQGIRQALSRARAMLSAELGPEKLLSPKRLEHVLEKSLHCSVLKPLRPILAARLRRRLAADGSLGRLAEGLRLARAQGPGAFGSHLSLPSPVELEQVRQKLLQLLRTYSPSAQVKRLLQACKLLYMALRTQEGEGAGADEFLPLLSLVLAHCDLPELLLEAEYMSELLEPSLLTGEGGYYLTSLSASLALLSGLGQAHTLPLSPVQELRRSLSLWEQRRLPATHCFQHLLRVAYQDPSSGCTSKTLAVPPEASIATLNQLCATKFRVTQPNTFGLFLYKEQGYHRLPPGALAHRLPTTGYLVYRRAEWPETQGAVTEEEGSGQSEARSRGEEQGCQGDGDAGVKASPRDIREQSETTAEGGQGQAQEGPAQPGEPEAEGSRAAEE
NadD inh = inhibitors of Staphylococcus aureus NadD. purified NadD enzyme, colorimetric absorbance read-out. inhibition, % at 20 µM. AID 602399. hit rate 0.78% among 360,000; in the data active = inhibition above about 26%; also: some compounds past the cut are filed as inactive
LMPTP block = blocks human LMPTP phosphatase; inhibition, % at 20 µM; P24666; recombinant LMPTP-A, OMFP fluorogenic substrate, fluorescence intensity; hit rate 0.22% among 360,000;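 active = compounds that cut the enzyme signal by at least half of the control window in the single-dose screen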;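 also: plate controls were DMSO wells with enzyme plus substrate for no effect and substrate without enzyme for full effect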
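Assay system: LMPTP-A phosphatase enzyme | Input: 0.625 nM enzyme | Also added: Fluorogenic phosphatase substrate OMFP at 400 µM final | Compound dosing: One test concentration per compound, 20 µM, with 3% DMSO overall | Schedule: 50 min enzyme reaction at room temperature, protected from light | Signal: Fluorescence intensity | Benchmarks: no-enzyme and uninhibited controls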
STEP block = inhibitors of human striatal-enriched phosphatase STEP; P54829; recombinant STEP, OMFP fluorogenic substrate, fluorescence; inhibition, % at 20 µM; hit rate 0.25% among 360,000; AID 588621;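 active = inhibition at 20 µM, scaled per plate between control wells, above about 37%, limit read from the data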;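 also: 0% = DMSO with enzyme and substrate and 100% = substrate only without enzyme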
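medium = Bis-Tris buffer pH 6.0, 2.5 mM DTT, 0.005% Tween 20 | test system = STEP (striatal-enriched tyrosine phosphatase) enzyme, cell-free | measure = normalized % inhibition | compound dosing = 20 µM, 1% DMSO | also added = 25 µM OMFP | schedule = reaction 20 min, ambient temperature | measured by = fluorescence read at 480 nm ex / 540 nm em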
Scp-1 inhibitor = blocks human Scp-1 phosphatase activity; Recombinant Scp1, phosphopeptide, malachite green phosphate absorbance; inhibition, % at 20 µM; hit rate 0.88% among 340,000; AID 493091;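 active = inhibition above about 50% at 20 µM, limit read from the data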;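 also: plate controls were DMSO wells with enzyme for no effect and wells lacking enzyme for full effect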
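Test system – truncated SCP-1 phosphatase (76-261aa) · Reagent – Phosphorylated 17-residue peptide substrate · Incubation – 45 min room-temperature reaction, 5 min colour, 30 min stabiliser · Detection – colorimetric phosphate reagent with accelerator and stabiliser, absorbance at 630 nm · Measure – % inhibition at 20 µM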
* hit, by the source's call; i = inactive; . = no result given. Outcome played no part in choosing rows; any-hit rate near 3.8%.

entry | canonical_smiles | CSN inh | Scp-1 inhibitor | Neddyl block | Rin1 Abl inh | LMPTP block | Rpn11 block | NadD inh | DNMT1 block | SUMO1-SIM PPI | STEP block
1 | O=C1NCCOC(=O)[C@H](Cc2ccc(F)cc2)C/C=C\C[C@@H]1CC(=O)N(CCO)Cc1ccccc1 | -4 | -2 | i | -1 | 0.3 | i | -3 | 4 | 3 | 2
2 | CN(C(=O)COc1ccccc1C(=O)NCCc1ccccc1)c1ccccc1 | 1 | -5 | i | 5 | -0.7 | i | -2 | -1 | 0 | 1
3 | COc1ccc(/C(N)=N/OC(=O)CCCc2ccccc2)cc1 | -5 | 1 | i | 0 | 0.1 | i | -1 | 4 | 36 | -2
4 | CC(C)(C)OC(=O)N1CCN(C(=O)c2nc[nH]c2C(=O)N2CCN(C(=O)OC(C)(C)C)CC2)CC1 | -4 | -4 | i | -3 | -1.5 | i | 0 | 2 | 4 | -1
5 | Cc1ccc(-c2nc3sc4c(c3c(=O)n2N)CCCC4)cc1 | -1 | -4 | i | 0 | 0.9 | i | -2 | 1 | -6 | 0
6 | NC(=O)C1=C[C@H](c2ccc(C(F)(F)F)cc2)C[C@H](OCc2ccc(CO)cc2)O1 | 2 | -10 | i | 3 | 1.2 | i | 1 | 1 | 3 | 0
7 | COc1ccc(NC(=O)CCC(=O)Nc2nnc(C(F)(F)F)s2)c(OC)c1 | -3 | -9 | i | -3 | -0.7 | i | -3 | 1 | 4 | 1
8 | CCCC(=O)Nc1nnc(SCC(=O)N2C(C)CCCC2C)s1 (stereo not given) | 3 | -8 | i | 1 | -0.4 | i | -2 | 0 | 5 | -2
9 | C=CCn1c(SCC(=O)/C(C#N)=C(\C)N)nc2sc(C)c(C)c2c1=O | 2 | -8 | i | -2 | 0.6 | i | -6 | -2 | 18 | -5
10 | Cc1occc1-c1n[nH]c(=S)n1CC(C)C | 1 | 7 | i | -2 | -1.6 | i | 2 | -1 | 0 | -4
11 | COc1ccc(CC(=O)O/N=C(\N)c2ccc(Br)cc2)cc1OC | -1 | -11 | i | 2 | 3.2 | i | 4 | -1 | 1 | 1
12 | O=C(CNC(=O)c1cccc(-n2cccc2)c1)Nc1ccccc1Br | 0 | . | i | -5 | 35 | i | 9 | 29 | 10 | 1
13 | O=C(NNc1ncnc2sccc12)c1ccc(Cl)cc1 | -3 | -4 | i | 5 | 0.3 | i | -1 | -2 | -2 | -1
14 | CCOc1ccc(S(=O)(=O)N2CCCCC2)cc1NC(=O)CN1C(=O)NC(CC)(c2ccccc2)C1=O (stereo not given) | 0 | -13 | i | 2 | 2.7 | i | 4 | -6 | 3 | 2
15 | CN(C)Cc1cc(C(C)(C)C)cc(C(C)(C)C)c1O | 1 | 6 | i | -2 | -2.0 | i | -6 | 3 | -2 | 3
16 | C=CCn1c(SCc2cccc(F)c2)nc2cc(C(=O)N3CCC(C(N)=O)CC3)ccc2c1=O | 1 | 0 | i | 5 | -0.1 | i | -4 | 2 | -3 | 1
17 | N#Cc1nc(Cc2cccc3ccccc23)oc1NCCN1CCOCC1 | -2 | 17 | i | -2 | 1.0 | i | -1 | 0 | 1 | 0
18 | COC(=O)C1=CN(c2ccc(OC)cc2OC)C(N)=C(C#N)C1c1ccccc1F (stereo not given) | 0 | . | . | . | 0.3 | . | . | . | 3 | .
19 | O=C1/C(=C\c2cccnc2)SC(=S)N1C1CCS(=O)(=O)C1 (stereo not given) | 6 | -6 | i | -5 | 0.2 | i | 1 | -3 | -22 | -5
20 | CC(C)(C)OC(=O)NNC(=S)NC1CCCCC1 | -1 | -2 | i | 5 | 0.3 | i | 0 | 2 | 3 | 2

A second format for part of the listing above:
[3] COc1ccc(/C(N)=N/OC(=O)CCCc2ccccc2)cc1
  CSN inh: -5; Scp-1 inhibitor: 1; Neddyl block: i; Rin1 Abl inh: 0; LMPTP block: 0.1; Rpn11 block: i; NadD inh: -1; DNMT1 block: 4; SUMO1-SIM PPI: 36; STEP block: -2

[4] CC(C)(C)OC(=O)N1CCN(C(=O)c2nc[nH]c2C(=O)N2CCN(C(=O)OC(C)(C)C)CC2)CC1
  CSN inh: -4; Scp-1 inhibitor: -4; Neddyl block: i; Rin1 Abl inh: -3; LMPTP block: -1.5; Rpn11 block: i; NadD inh: 0; DNMT1 block: 2; SUMO1-SIM PPI: 4; STEP block: -1

More entries follow:
entry | canonical_smiles | CSN inh | Scp-1 inhibitor | Neddyl block | Rin1 Abl inh | LMPTP block | Rpn11 block | NadD inh | DNMT1 block | SUMO1-SIM PPI | STEP block
21 | Cc1c(CC(=O)O)c(=O)oc2cc3oc4c(c3cc12)CCCC4 | -6 | -9 | i | 0 | 1.6 | i | -7 | 4 | 1 | 0
22 | Cn1c(SCC(=O)c2ccc(O)cc2O)nnc1-c1ccccc1 | -4 | 1 | i | 2 | 0.3 | i | -4 | 1 | 3 | -4
23 | COc1ccc(S(=O)(=O)NCC(c2ccco2)N2CCc3ccccc32)cc1 (stereo not given) | 1 | 7 | i | -1 | 2.5 | i | 0 | -1 | 1 | -1
24 | CCc1ccc(NC(=O)C2CCN(C(=O)[C@@H]3Cc4ccccc4CN3)CC2)cc1 | 3 | 4 | i | 0 | 0.4 | i | -2 | -2 | -8 | 0
25 | CC(=O)N(C)c1ccc(N=Nc2c(C)[nH]n(-c3ccccc3)c2=O)cc1 | 4 | -6 | i | -1 | 1.8 | i | -1 | -7 | -24 | 0
26 | COc1cc(C(=O)OC(C)C(=O)N2CCCC2)cc2c1OCCO2 (stereo not given) | -1 | -1 | i | 3 | -1.2 | i | -7 | 10 | -2 | -2
27 | Cc1cc(C)n(C(=O)c2cccc(S(=O)(=O)N3CCCC3)c2)n1 | 4 | -3 | i | -2 | -1.0 | i | -5 | -1 | -3 | 24
28 | O=C(CCS(=O)CCC(=O)NCc1ccccc1)NCc1ccccc1 | 0 | -2 | i | 0 | -0.3 | i | 5 | 3 | 13 | 2
29 | CCOC(=O)C[C@@H]1OC[C@H](C(C)C)N1S(=O)(=O)c1ccc(C)cc1 | -4 | . | i | . | -1.2 | . | . | . | 6 | .
30 | CC1(C)CN=C(N(C(=O)Nc2ccccc2)c2ccccc2F)S1 | -3 | -4 | i | 0 | -1.5 | i | 4 | 1 | -4 | 3
31 | O=C(CSc1nnnn1C1CCCCC1)N1CCOCC1 | -6 | -4 | i | 3 | 1.0 | i | -6 | 1 | 3 | 0
32 | COC(=O)c1ccsc1NC(=O)CS(=O)(=O)c1ccccc1 | -4 | -2 | i | 1 | -0.8 | i | -5 | 1 | 1 | 0
33 | Cc1cc(NC(=O)C2CCCC2)n(-c2nc3ccccc3[nH]2)n1 | 0 | 0 | i | -1 | 2.3 | i | -7 | -8 | 4 | -1
34 | Cc1ccc(Nc2nc(NCCO)nc3c2cnn3C)cc1Cl | 0 | -14 | i | 0 | 1.7 | i | -7 | -3 | 13 | -4
35 | CC(C)C1CC(CCN)(Cc2ccccc2)CCO1 (stereo not given) | -6 | 3 | i | 3 | 1.4 | i | -12 | 1 | -3 | -2
36 | N/C(Cc1cccs1)=N\OC(=O)COc1ccc(Br)cc1Cl | -4 | -4 | i | -2 | 1.8 | i | -3 | -3 | -2 | -1
37 | O=c1oc2ccccc2n1Cc1ccccc1Cl | 2 | -12 | i | -1 | -0.6 | i | 0 | 5 | 2 | 4
38 | COc1ccc(OCC(O)CN2CCN(Cc3ccc4c(c3)OCO4)CC2)cc1 (stereo not given) | 4 | 1 | i | 0 | -0.8 | i | 0 | -2 | 0 | -1
39 | Cc1ccsc1C(=O)NNC(=O)c1ccccc1F | -9 | 10 | i | 1 | -0.6 | i | 3 | -2 | 1 | -2
40 | CC1CCN(C(=S)c2ccc([N+](=O)[O-])cc2)CC1 | 4 | -8 | i | 1 | -1.0 | i | -6 | 2 | -22 | 5
41 | CC(=O)N1CC=C2C(C#N)=C(N)C(C#N)(C#N)[C@H](c3ccoc3)[C@H]2C1 | -4 | -6 | i | 0 | -1.4 | i | -8 | -8 | 5 | -1
42 | CCN(CC(=O)Nc1ccc(NC(C)=O)cc1)C(=O)c1ccc(COc2ccccc2)o1 | -2 | -3 | i | -2 | -0.6 | i | 0 | 5 | -1 | -1
43 | Cc1cccc(N(CC(=O)N2CCCCCC2)S(C)(=O)=O)c1 | 1 | 2 | i | 1 | -0.1 | i | 0 | 2 | 3 | 6
44 | CS(=O)(=O)c1ccc(-c2cn3cc(C(=O)O)ccc3n2)cc1 | 116 | -1 | . | 2 | -0.9 | i | -2 | 1 | 1 | 2
45 | O=C(N/N=C/c1ccccc1F)C(=O)N1CCCCCC1 | -4 | -4 | i | 0 | 1.1 | i | 1 | 1 | 1 | 4
46 | Cc1cccc2c(=O)c(C(=O)NCc3ccc(F)cc3)c[nH]c12 | -3 | -6 | i | 1 | -1.3 | i | 1 | -1 | 0 | -1
47 | C[C@H](O)[C@@H]1C(=O)N2CCc3ccc(-c4ccccc4)cc3[C@@H]2C[C@@H]1N(C)C(=O)c1cccnc1 | -6 | . | i | 2 | -1.1 | i | -4 | -4 | -1 | 0
48 | COc1ccc([C@@H](NC(=O)OC(C)(C)C)C(=O)OC(C)(C)C)cc1 | 1 | -7 | i | 3 | -0.7 | i | -1 | 5 | -4 | -2
49 | CCN(CC)CCNC(C(=O)Nc1ccc([N+](=O)[O-])cc1Br)c1ccccc1 (stereo not given) | 3 | 3 | i | 0 | -4.5 | i | -6 | 1 | -26 | 1
50 | O=Cc1cccc(OCc2cccc3ccccc23)c1 | 2 | -22 | i | -5 | 2.3 | i | -1 | 3 | 5 | -1
51 | CC(C)NC(=O)c1onc(CSc2cccc(Cl)c2)c1C(=O)O | -1 | 5 | i | 4 | -1.3 | i | -3 | 2 | 7 | -1
52 | CN1CCc2c(sc3c2C(=O)NC(c2ccc(-c4ccc(Cl)cc4)o2)N3)C1 (stereo not given) | 12 | -7 | i | -4 | 0.4 | . | 12 | -10 | -25 | -1
53 | O=C(NC1CCCCCC1)c1ccccc1-c1ccccc1 | -5 | 3 | i | -3 | 0.0 | i | -1 | -1 | -1 | 4
54 | O=C(CSc1nnc(-c2ccco2)n1Cc1ccccc1)NC(=O)NCc1ccccc1 | -2 | -10 | i | 1 | 0.0 | i | 5 | 0 | 0 | -2
55 | CCOc1ccc(C)cc1S(=O)(=O)n1nc(C)cc1C | 1 | -3 | i | 2 | 1.4 | i | 1 | 2 | -4 | -1
56 | COc1ccc(Nc2nc3ccccc3n3nnnc23)cc1 | -7 | 1 | i | 4 | -0.9 | i | -6 | 1 | -5 | 0
57 | O=C(Cn1c(SCC(=O)N2CCc3ccccc32)nc2ccccc21)NC1CCCC1 | 2 | 6 | i | -5 | -0.9 | i | 1 | -1 | -2 | -1
58 | COCCNC(=O)c1ccc(-n2c(SCc3cccnc3)nc3ccccc3c2=O)cc1 | 2 | -2 | i | 4 | 0.6 | i | 1 | -1 | 1 | 8
59 | Cc1cc(C=NCCO)c(C)n1-c1cc(Cl)ccc1Cl | 8 | -2 | i | 2 | -0.9 | i | -9 | 1 | -2 | 1

Compound activity: PubChem BioAssay, several laboratories
